High-throughput results (PubChem BioAssay)
KCC2 mod: modulators of human KCC2 chloride dependent transport | Q9H2X9 | 2.2% of 190,000 active | KCC2 cells, thallium flux FluoZin-2 fluorescence | B-score of Tl+ flux slope (higher = more flux/activation; lower = inhibition) at 10 µM;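 active = thallium flux slope and its plate-corrected score both differing from the plate sample mean at a set confidence after two filtering rounds, in either direction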;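 also: slope of fluorescence scaled to starting intensity during 10 to 20 s after thallium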
Thrombin inh: blocks human thrombin protease activity; P00734; alpha-thrombin, Boc-VPR-AMC fluorogenic substrate cleavage; inhibition, % at 5 µM; 0.26% of 220,000 active;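 active = inhibition at or above 40%; inactive = inhibition below 40%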;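 also: 0% = enzyme with no compound and 100% = wells without enzyme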
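Material: human alpha-thrombin protein. Incubation: reaction at ambient temperature. Technique: fluorescence of released AMC, ex 355 nm, em 460 nm. Control set: no-compound enzyme wells and no-enzyme blanks. Also added: Boc-VPR-AMC substrate, 15 µM final. Buffer or medium: pH 7.5 Tris (50 mM) with NaCl 150 mM, Tween 20 0.05%.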
p47phox inh: blocks human p47phox regulatory protein of NADPH oxidases; inhibition, % at 24.7 µM; p47phox/p22phox peptide binding, fluorescence polarization, 2 h; 0.53% of 220,000 active; AID 1274;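 also: 0% = p47phox with labelled peptide and 100% = labelled peptide alone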
Target sequence (P14598 whole entry, looked up): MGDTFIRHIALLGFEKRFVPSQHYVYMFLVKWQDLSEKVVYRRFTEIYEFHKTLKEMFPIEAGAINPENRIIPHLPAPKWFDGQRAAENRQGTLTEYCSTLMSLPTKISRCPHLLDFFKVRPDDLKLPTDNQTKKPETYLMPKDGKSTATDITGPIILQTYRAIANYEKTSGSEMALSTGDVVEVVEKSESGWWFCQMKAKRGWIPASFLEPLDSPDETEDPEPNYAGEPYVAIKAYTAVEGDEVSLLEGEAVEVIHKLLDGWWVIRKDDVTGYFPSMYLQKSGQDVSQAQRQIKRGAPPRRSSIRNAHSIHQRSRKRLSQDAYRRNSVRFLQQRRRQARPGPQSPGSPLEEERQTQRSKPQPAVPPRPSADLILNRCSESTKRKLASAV
EBV gp42 block: EBV gp42 inhibition. Q1HVG2. Fluorescence polarization binding assay, mP read-out. inhibition, % (tested at 21.74 µM). 0.42% of 220,000 active. AID 1085; in the data active = inhibition above about 50%
Target sequence (Q1HVG2 whole entry, looked up): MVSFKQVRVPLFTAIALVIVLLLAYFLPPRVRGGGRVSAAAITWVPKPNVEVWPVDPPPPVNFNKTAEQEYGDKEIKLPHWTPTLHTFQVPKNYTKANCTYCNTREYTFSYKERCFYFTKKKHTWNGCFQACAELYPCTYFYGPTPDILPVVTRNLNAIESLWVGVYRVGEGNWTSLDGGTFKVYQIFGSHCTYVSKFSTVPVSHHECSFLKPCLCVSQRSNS
14-3-3 Bad inh: disrupts binding of bovine 14-3-3 zeta to phospho-Bad peptide; TR-FRET 14-3-3zeta/Dy647-pBad peptide displacement, 1 h; inhibition, % at 21.7 µM; 0.71% of 220,000 active; AID 781;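 active = inhibition above about 70%, limit read from the data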;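 also: 0% = full 14-3-3 plus peptide FRET controls and 100% = background without 14-3-3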
Target sequence (P63103 whole entry, looked up): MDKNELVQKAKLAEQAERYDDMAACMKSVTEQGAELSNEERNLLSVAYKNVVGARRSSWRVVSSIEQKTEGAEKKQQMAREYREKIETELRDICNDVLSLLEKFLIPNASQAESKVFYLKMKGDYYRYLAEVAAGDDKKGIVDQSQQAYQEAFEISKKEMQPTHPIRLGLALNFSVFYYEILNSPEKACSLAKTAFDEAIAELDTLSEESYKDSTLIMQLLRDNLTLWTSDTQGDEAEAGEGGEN
Furin inh: blocks human furin protease activity; purified furin, fluorogenic substrate cleavage; AID 463115; inhibition, % at 30 µM; 0.061% of 220,000 active; in the data active = inhibition above about 25%; also: inactives centre near -15
KLK5 inh: kallikrein 5 (human) inhibition | 0.59% of 210,000 active | Q9Y337 | inhibition, % at 5 µM | recombinant hK5, fluorogenic AMC substrate cleavage;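 active = inhibition of 40% or more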;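 also: 0% = enzyme controls without compound and 100% = no-enzyme blanks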
eIF4E 4G PPI: blocks eIF4E binding to eIF4G; P63073+Q04637; TR-FRET eIF4E-eIF4GI(517-606) binding, 2 h; inhibition, % at 21.7 µM; 0.37% of 220,000 active;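 also: 0% = full FRET control wells and 100% = background wells lacking eIF4GI fragment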
Rad51 HR inh: blocks human Rad51 in homologous recombination. hRad51 DNA strand exchange, fluorescence dequenching. inhibition, % at 10 µM. 0.085% of 200,000 active. AID 1385;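 active = inhibition above 40% at the single screening dose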;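 also: 0% = DMSO control wells and 100% = blanks with heterologous ssDNA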
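Material: Human Rad51 nucleoprotein filaments preassembled on unlabelled ssDNA | Also added: Labelled 47-mer dsDNA for strand exchange | Dosing: Single dose, 10 µM final compound | Schedule: 30-min compound preincubation and 15-min exchange, both room temperature | Technique: Fluorescence dequenching at 485/520 nm | Measure: Percent inhibition relative to plate controls and blanks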
An asterisk follows results filed as active; / = not tested or not shown; [ ] = dose if it differs, or a comment.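 The calls were made as follows, unless noted: active = inhibition above about 30% (limit read from the data); inactive = the rest.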

nr	structure	Thrombin inh	p47phox inh	eIF4E 4G PPI	KLK5 inh	Furin inh	Rad51 HR inh	KCC2 mod	EBV gp42 block	14-3-3 Bad inh
1	COc1ccc(Cl)cc1NC(=S)NCCc1c[nH]c2ccccc12	3	-22	-1	-6	-14[20 µM]	1	/	-1	-10
2	CCOC(=O)CN1C(=O)C(O)=C(C(C)=O)C1c1ccccc1 (stereo not drawn)	0	-5	6	-11	-25	15	0.56	-10	37[fluorescence artefact?]
3	CCN(C(=O)c1cc(Cl)ccc1OC)C1CCCCC1	-9	-16	1	-11	-21[20 µM]	-10	0.3	-4	-13
4	CC(C)(C)OCC(NC(=O)C(CC(N)=O)NC(=O)OC(C)(C)C)C(=O)OC(C)(C)C (stereo not drawn)	2	-9	2	6	-5	-33	0.062	-11	10
5	CCc1[nH]nc2c1C(c1ccc(C)o1)C(C#N)=C(N)O2 (stereo not drawn)	-2	-9	2	/	-19	/	-0.04	-11	-4
6	CCOc1ccc(NC(=O)Nc2ccccc2SC)cc1	-1	/	4	-2	-37	/	-1.5	-11	0
7	CC(=O)C1=C(C)Nc2ncnn2C1c1cccc(OCc2ccccc2)c1 (stereo not drawn)	-1	-12	0	-10	-10	2	-3.4*	-7	3
8	Cn1c(COc2ccccc2)nnc1SCc1nc2ccccc2[nH]1	-10	-4	-6	-20	-6[20 µM]	2	-0.037	-13	-3[fluorescence artefact?]
9	CCc1cc(=O)oc2cc(OCC(=O)OC)c(Cl)cc12	0	-4	-9	-2	-4[20 µM]	0	/	-15	-2
10	CCNC(=S)NNC(=O)c1ccncc1	-3	-4	0	-3	-16	11	-0.82	-6	-10
11	O=C1S/C(=C/c2ccccc2F)C(=O)N1CCN=C1NS(=O)(=O)c2ccccc21	5	1	0	-9	5	2	-3.2	-6	5
12	O=C(c1ccc(-c2cccc(Cl)c2)o1)N1CCN(c2ccc([N+](=O)[O-])cc2)CC1	-8	1	4[fluorescence artefact?]	-2	-5	-128	-0.26	-25	-7
13	Fc1ccccc1Cc1noc(CN2CCN(C/C=C/c3ccccc3)CC2)n1	0	-6	3	/	-30	/	-0.014	-9	-2
14	COc1ccc(S(=O)(=O)N2CCC(C(=O)NCC3CCCO3)CC2)cc1OC (stereo not drawn)	-2	9	-2	/	-21	/	-0.55	2	0
15	COc1ccc(C2CC(C(F)(F)F)n3ncc(C(=O)NCc4cccnc4)c3N2)cc1OC (stereo not drawn)	-1	0	-25	-6	0[20 µM]	1	0.55	-4	-10
16	O=S(=O)(c1ccc(N2CCCC2)nc1)N1CCOCC1	1	-2	4	-2	-21[20 µM]	3	-0.45	-7	6
17	CS(=O)(=O)N1CCc2cc(-c3csc(NC(=O)Cc4cccs4)n3)ccc21	9	-32	-10	-15	-17	7	-0.0094	1	-8
18	Oc1c(C=Nc2cccc3cccnc23)sc2ccccc12	4	-17	5	-206	-19[20 µM]	-10	-0.041	-17	10[fluorescence artefact?]
19	COc1ccc(CCNC(=O)CC2Nc3cc(C)c(C)cc3NC2=O)cc1OC (stereo not drawn)	-4	-8	3	3	-6	-8	0.79	-32	-3
20	COc1ccc(-c2nn(-c3ccccc3C)cc2CNC(C)Cn2cncn2)cc1F (stereo not drawn)	-7	6	0	3	-21	-1	0.11	-12	-15

More records
nr	structure	Thrombin inh	p47phox inh	eIF4E 4G PPI	KLK5 inh	Furin inh	Rad51 HR inh	KCC2 mod	EBV gp42 block	14-3-3 Bad inh
21	CC1N(O)C(c2ccc(Cl)cc2Cl)N(O)C1(C)C (stereo not drawn)	2	2	-2[fluorescence artefact?]	-18	-8	-3	0.86	-14	-13[fluorescence artefact?]
22	COC(=O)c1c(NC(=O)CSc2nnc(-c3ccco3)n2C)sc(C)c1C	-1	8	4	-8	-11[20 µM]	-5	-1.4	-2	2
23	C=CCOc1cccc(CNc2cccc(C(=O)O)c2)c1	1	-10	1	2	-22	/	0.82	-9	-4
24	CC(C)=C1C2CCC1C1C(=O)N(c3nc(-c4ccccc4)c(C)s3)C(=O)C21 (stereo not drawn)	8	2	1	10	-8	-1	-0.12	6	14
25	CN=CC1=C(O)c2ccccc2C1=O	2	7	-6	-35	2	-10	0.17	3	-1
26	CCCCNC(=S)N1CCn2cccc2C1c1ccccc1 (stereo not drawn)	-3	1	0	-7	-3	31	0.9	5	-2
27	CC1CCCN(C(=O)c2ccncc2)C1 (stereo not drawn)	-10	-8	-6	-18	-18[20 µM]	-10	1.3	-12	-7[fluorescence artefact?]
28	Cc1nonc1C(=O)N/N=C/c1ccc(O)cc1O	-8	-10	0	-15	-19	5	0.65	-10	-17
29	Cc1cc(NC(=O)CSc2nnc(C3COc4ccccc4O3)o2)no1 (stereo not drawn)	-9	1	1	-2	-13[20 µM]	3	-0.4	-9	6
30	Nc1nc(Nc2ccc(Cl)cc2)nc2ccccc12	1	5	/	-10	-12[20 µM]	-6	0.019	-14	/
31	COc1ccc(/C(O)=C2/C(=O)C(=O)N(CCCC(=O)O)C2c2ccc(OC)cc2)cc1 (stereo not drawn)	-3	7	-5[fluorescence artefact?]	2	-8	/	1	-12	45[fluorescence artefact?]
32	CCC(=O)NC(C)C(c1cccs1)N1CCN(c2ccccc2)CC1 (stereo not drawn)	0	-9	-1	-1	-20[20 µM]	3	-0.75	0	-13
33	O=S(=O)(Nc1ncccn1)c1ccc(NC(=S)Nc2cccc(Cl)c2)cc1	4	-4	7	-6	-8	20	0.76	-6	-2
34	CCSC1=NCCN1S(=O)(=O)c1ccc2ccccc2c1	2	-3	-3	-19	-17	6	-0.36	-2	6
35	Cc1ccc(S(=O)(=O)Nc2nc(N)n(-c3ccccc3)n2)cc1	-3	0	-3	-14	-23	0	-0.04	2	1
36	O=C(CSc1nnnn1-c1ccccc1)NC1CCCc2ccccc21 (stereo not drawn)	-3	-14	1[fluorescence artefact?]	0	-21	-2	-1.7	-23	-2[fluorescence artefact?]
37	O=c1[nH]cnc2cc(-c3ccccc3)sc12	-5	8	12	9	-12	1	/	0	-4
38	COc1ccccc1-n1cnnc1SCC(=O)N1CCN(C(=O)c2ccco2)CC1	-17	-6	-5	6	-17	0	0.99	-4	-9
39	Cc1ccc(N=C2S/C(=C\c3cn(CC(=O)O)c4ccccc34)C(=O)N2C)cc1	2	-64	28	-5	-6	-25	-1.8	-40	14
40	CCC1(CC)C(=O)NC(=O)NC1=NCCc1c[nH]c2ccccc12	-8	-11	-4[fluorescence artefact?]	-11	-32[20 µM]	-4	/	-12	-7[fluorescence artefact?]

Continued:
nr	structure	Thrombin inh	p47phox inh	eIF4E 4G PPI	KLK5 inh	Furin inh	Rad51 HR inh	KCC2 mod	EBV gp42 block	14-3-3 Bad inh
41	COc1cccc(C(=O)Nc2ncc3c(n2)CC(C)CC3=O)c1 (stereo not drawn)	-2	1	2	-2	-14[20 µM]	1	0.049	-2	13
42	COc1c(F)c(F)c(C(=O)Nc2ccccc2N2CCN(C(=O)C(C)C)CC2)c(F)c1F	6	0	-12	8	-28[20 µM]	8	-0.93	-10	-16
43	CCCOc1cccc(C(=O)N(Cc2ccc(OC)c(OC)c2)C2CCS(=O)(=O)C2)c1 (stereo not drawn)	-3	-19	-5[fluorescence artefact?]	-23	1[20 µM]	-3	-0.33	-18	-4
44	O=c1c2c(nc3nc[nH]n13)CCC2	2	-11	-1[fluorescence artefact?]	2	-21[20 µM]	1	-0.015	-20	-6[fluorescence artefact?]
45	COc1ccc(/C=N/S(=O)(=O)c2ccc(C)cc2)cc1	-6	4	-4	0	-23	13	0.82	-10	-9
46	c1ccc2[nH]c(CSc3nc4ccccc4s3)nc2c1	3	-13	12	0	20[20 µM]	-3	-2.1	-21	-8
47	COc1ccc2cnn(-c3ccc(OC(F)(F)F)cc3)c(=O)c2c1OC	-6	-4	-1	-10	-4	20	0.58	-8	1
48	Cn1c(=O)c2cc3ccc(Cl)cc3nc2n(C)c1=O	-2	0	0	0	-21	4	1.5	-8	3
49	COc1cc(/C=C2/SC(=O)N(Cc3ccccc3)C2=O)ccc1OCc1ccncc1	1	-20	-10	2	2[20 µM]	-2	0.3	-4	-3
50	c1ccc2[nH]c(SCCN3CCOCC3)nc2c1	1	-1	8[fluorescence artefact?]	-2	-25	10	0.38	-11	-5[fluorescence artefact?]
51	O=C(Nc1ccc2c(c1)CCC2)c1ccc(F)cc1	-13	-5	2	-9	-1	-8	-0.33	-12	0[fluorescence artefact?]
52	CON1C(=O)CN(C(C)=O)C1c1ccc(Cl)cc1Cl (stereo not drawn)	5	-17	-3[fluorescence artefact?]	-7	-8[20 µM]	-6	0.13	-15	-11
53	COc1ccc(-n2c(C)nc3c(cnn3-c3ccc(C)c(C)c3)c2=O)cc1	-1	-2	-3	0	-18	-1	-0.65	-6	0
54	COC(=O)c1sccc1-n1cccc1C(=O)C(=O)N1CCCCC1	-1	-6	2	-8	-21[20 µM]	-3	/	-1	-7
55	c1ccc2[nH]c(CN3CCCCCC3)nc2c1	-4	-1	10	5	-18[20 µM]	-8	0.57	-7	-8
56	CCOC(=O)c1cccc(N2C(=O)C3C(C2=O)C2C=CC3C23CC3)c1 (stereo not drawn)	-2	-21	0[fluorescence artefact?]	-7	-18[20 µM]	0	0.63	-9	-10
57	COc1ccc(S(=O)(=O)Nc2ccc(F)c(Cl)c2)cc1OC	-1	-7	4	-21	-5	6	0.3	-18	14

Just KCC2 mod, eIF4E 4G PPI and Furin inh (5 entries from above):
# | Structure | KCC2 mod | eIF4E 4G PPI | Furin inh
48 | Cn1c(=O)c2cc3ccc(Cl)cc3nc2n(C)c1=O | 1.5 | 0 | -21
26 | CCCCNC(=S)N1CCn2cccc2C1c1ccccc1 (stereo not drawn) | 0.9 | 0 | -3
14 | COc1ccc(S(=O)(=O)N2CCC(C(=O)NCC3CCCO3)CC2)cc1OC (stereo not drawn) | -0.55 | -2 | -21
29 | Cc1cc(NC(=O)CSc2nnc(C3COc4ccccc4O3)o2)no1 (stereo not drawn) | -0.4 | 1 | -13[20 µM]
54 | COC(=O)c1sccc1-n1cccc1C(=O)C(=O)N1CCCCC1 | / | 2 | -21[20 µM]

Profiles, looked up by structure. Order of screens: Thrombin inh	p47phox inh	eIF4E 4G PPI	KLK5 inh	Furin inh	Rad51 HR inh	KCC2 mod	EBV gp42 block	14-3-3 Bad inh
CCOC(=O)c1cccc(N2C(=O)C3C(C2=O)C2C=CC3C23CC3)c1 (stereo not drawn) reads -2	-21	0[fluorescence artefact?]	-7	-18[20 µM]	0	0.63	-9	-10
Cc1nonc1C(=O)N/N=C/c1ccc(O)cc1O reads -8	-10	0	-15	-19	5	0.65	-10	-17
